Bioassay records deposited in PubChem by Southern Research Specialized Biocontainment Screening Center.
PhoP GFP inhibition: Inhibition of PhoP regulon, Salmonella typhi GFP reporter cells, confirmation, 4 h (AID 1850). Salmonella Typhi PhoP-promoter GFP reporter, fluorescence, 4 h; higher % means a stronger effect. inhibition, % at 50 µM; hits with a dose series show IC50 in µM. 310,000 tested, 0.33% active; in the data active = a potency from the dose series; inconclusive = inhibition mostly from about 25% at the one dose, without a potency; inactive = the rest, 99 in 100 with inhibition below about 19%;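 note: 0% = induced wells with vehicle and 100% = uninduced wells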
H37Rv inhibition: M. tuberculosis growth inhibition, HTS (AID 449762) | M. tuberculosis H37Rv growth inhibition, 7H9 media; higher % means a stronger effect | one-dose inhibition, % at 25 µM; IC50 in µM for titrated hits | 330,000 tested, 0.59% active; in the data active = a potency from the dose series; inconclusive = inhibition above about 70% without an active follow-up result;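 note: bacterial growth assessed after seven days of incubation; strong numbers were not always called active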
influenza NS1A: NS1A inhibition, H1N1 influenza, cell based functional assay (AID 504329). NS1A functional cell-based assay, percent inhibition; higher % means a stronger effect. inhibition, % at 12.5 µM; hits with a dose series show IC50 in µM. 340,000 tested, 0.3% active; in the data active = a potency from the dose series; inconclusive = inhibition above about 27% without an active follow-up result; note: strong numbers were not always called active
tuberculosis growth: growth inhibition of non-replicating M. tuberculosis (AID 488890) | Mycobacterium tuberculosis non-replicating, growth inhibition; higher % means a stronger effect | inhibition, % at 25 µM, or IC50 in µM where a hit was titrated | 320,000 tested, 0.39% active; in the data active = a potency from the dose series; inconclusive = inhibition mostly from about 82% at the one dose, without a potency; inactive = the rest, 99 in 100 with inhibition below about 76%;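 note: plate controls were DMSO cells for no effect and high antibiotic wells for full effect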
inhibitors of VEEV: inhibitors of VEEV TC-83 cytopathic effect, confirmation, Vero cells (AID 588727); Vero cells, VEEV TC-83 cytopathic effect inhibition; higher % means a stronger effect; one-dose inhibition, % at 20 µM; IC50 in µM for titrated hits; 350,000 tested, 0.13% active; in the data active = a potency from the dose series; inconclusive = inhibition mostly from about 14% at the one dose, without a potency; inactive = the rest, 99 in 100 with inhibition below about 12%; note: strong numbers were not always called active
inhibitors of VEEV 10K pilot screen: also measured in inhibitors of VEEV; calls as there; inhibition, %; measured here: 10K pilot screen inhibition
Numbers without * were called inactive; i = inactive; ? = inconclusive; · = no result given.

SMILES	PhoP GFP inhibition	H37Rv inhibition	influenza NS1A	tuberculosis growth	inhibitors of VEEV	others
O=C1C(=O)N(CCN2CCOCC2)C(c2ccc(F)cc2)/C1=C(/O)c1ccc(S(=O)(=O)N2CCOCC2)cc1 (centres undefined)	8%	-3%	6%	-6%	1.7%
Cc1ccc(C)c(OCCC(=O)NNC(=O)c2ccccc2)c1	-5%	-2%	2%	-8%	i
O=C(Nc1ccc(F)cc1)c1ccccc1NC(=O)C1CC=CCC1C(=O)O (centres undefined)	-8%	-4%	6%	-6%	0.6%
O=C(CN1C(=O)CN=C(c2ccccc2)c2ccccc21)NCc1ccco1	5%	-11%	-6%	-6%	0.2%
CC1CCCCN1S(=O)(=O)c1ccc(S(=O)(=O)N2CCN(c3ccccc3)CC2)cc1 (centres undefined)	-1%	-9%	-5%	4%	i
C[C@]12C(=O)N(c3ccc(Cl)cc3)C(=O)N1[C@H]1c3ccccc3OC[C@@H]1[C@H]2c1ccccc1	6%	?	-4%	?	0.4%
C=CCNC(=O)c1c(-c2c(F)cccc2Cl)noc1C	-1%	-5%	-1%	-6%	i	inhibitors of VEEV 10K pilot screen=0.0
CC(C)CC(=O)NC(=S)Nc1ccccc1N1CCCC1	8%	8%	-9%	63%	i
C[C@]12CCC(=O)C(O)=C1CC[C@@H]1[C@@H]2CC[C@]2(C)C(=O)CC[C@@H]12	3%	-3%	2%	-5%	0.9%
O=C(c1cc2ccccc2o1)N1CCN(c2ncccn2)CC1	·	-7%	-18%	12%	8.1%
CC1N(C)c2cc(NC(=O)c3ccco3)ccc2C1(C)C (centres undefined)	10%	52%	70µM*	?	0.8%
O=C(C1CCN(c2nnc(-n3cccc3)s2)CC1)N1CCOCC1	2%	-5%	10%	·	1.1%
CC(C)(C)c1cc(O)c(C(C)(C)C)cc1O	11%	-3%	·	3%	·
CN(C)CCn1c2c(c(SCC(=O)Nc3ccc4c(c3)OCCO4)nc1=O)CCCC2	1%	-2%	-6%	-11%	2.5%
CC(C)(C)NC(=O)C(=O)NNC(=O)COc1ccc(Br)cc1	-6%	-5%	-1%	i	0.9%
CC(NC(=O)c1cc2cc(Cl)ccc2oc1=N)c1ccccc1 (centres undefined)	-11%	37%	2%	?	7.1%
CCn1c(C)c(C)c2cc(C(=O)NCCc3ccco3)ccc21	5%	14%	10%	21%	2.0%
Cc1cc(C)c(OCC(=O)OC(C)C(=O)NCc2ccccc2)c(C)c1 (centres undefined)	·	·	-2%	·	5.6%
O=C(O)COc1ccc2c3c(c(=O)oc2c1)CCC3	2%	-9%	-6%	2%	1.7%
COc1ccc2cc(CN(CCO)C(=O)c3ccc(Br)cc3)c(=O)[nH]c2c1	·	·	1%	·	8.3%
CCCCCCC1CCC(C(=O)Nn2c(C)nc3ccccc3c2=O)CC1 (centres undefined)	7%	12%	-5%	-1%	0.6%
Cc1[nH]n(-c2ccc(Cl)c(Cl)c2)c(=O)c1CCO	0%	?	-18%	-3%	5.9%
COc1ccc(-c2csc3ncnc(N4CCN(S(=O)(=O)c5ccc(C(C)=O)cc5)CC4)c23)cc1	3%	-12%	4%	42%	12%
CCN(CC)C(=O)COc1ccc2oc(C)c(C(=O)OC)c2c1	2%	-14%	15%	2%	4.8%
O=C(NC1CCCCCC1)c1ccc(CN2CCOCC2)cc1	-8%	-5%	6%	-12%	0.4%
COc1ccc(Oc2nc(-c3cccnc3)nc3ccccc23)cc1	5%	1%	-17%	33%	2.5%
Fc1ccc(Nc2ccnc(C(F)(F)F)c2)cc1	-2%	-4%	-4%	5%	i
COc1ccc(CC(=O)Nc2ccc(S(=O)(=O)NCC3CCCO3)cc2)cc1 (centres undefined)	6%	-4%	-5%	-7%	i
O=C(COc1ncnc2cc([N+](=O)[O-])ccc12)NCCc1ccc(Cl)cc1	6%	-4%	-11%	29%	0.8%
Cc1ccc2c(c1)-c1ccccc1S(=O)(=O)N2	-7%	-5%	-10%	16%	1.7%
Cc1cccc(-n2nnc3c(=O)n(CC(=O)Nc4cc(C)on4)cnc32)c1	-2%	5%	6%	32%	1.7%
O=C(Nc1cccnc1)C1CCN(S(=O)(=O)c2ccc(Cl)cc2)CC1	3%	1%	-7%	7%	1.8%
CN1CCN(C(c2ccc(C(F)(F)F)cc2)c2ccc3cccnc3c2O)CC1 (centres undefined)	20µM*	-3%	·	?	·
OC(c1ccccn1)(c1ccccn1)c1ccccn1	0%	-11%	11µM*	26%	3.3%
CN1C(=O)CSc2ccc(C(=O)O)cc21	-3%	17%	0%	8%	1.1%
O=C(Nc1ccc(C(=O)N2CCN(c3ccccc3)CC2)cc1)C1=CSCCO1	3%	3%	9%	17%	5.4%
COC(=O)/C=C/c1c(C)nc(NCc2ccccc2)nc1Cl	3%	8%	-4%	29%	2.5%
CCN1CCN(CC(=O)Nc2ccc(C)c(Br)c2)CC1	37%	7%	-26%	-21%	i
COc1cc(C(=O)N/C(=C/c2ccc(F)cc2)C(=O)NC(C(=O)O)c2ccccc2)cc(OC)c1OC (centres undefined)	3%	9%	-25%	-4%	i
O=C(CN1C(=O)c2ccccc2S1(=O)=O)Nc1ccccc1C(=O)NCc1ccco1	-12%	12%	5%	8%	3.6%
COC(=O)c1c(NC(=O)CN2CCC3(O)CCCCC3C2c2cc(OC)ccc2OC)sc(C)c1C (centres undefined)	-3%	17%	7%	41%	2.5%
CCOC(=O)C1CCN(S(=O)(=O)c2c(C)[nH]c(C)c2C(=O)N2CCCC2)CC1	-12%	-8%	5%	-2%	0.3%
C=C(C)C1CC=C(C)/C(=N/NC(=O)COc2ccc(Cl)cc2)C1 (centres undefined)	-10%	-2%	4%	-9%	i
CC(C)(C)n1cnc2cc(NS(=O)(=O)c3ccccc3)ccc21	7%	4%	-2%	10%	0.8%
O=C(NNC(=O)c1cccc([N+](=O)[O-])c1)c1ccncc1	10%	6%	-8%	-7%	0.6%
CCc1ccc(NC(=O)c2ccc(NC3=NC4CS(=O)(=O)CC4S3)cc2)cc1 (centres undefined)	4%	5%	-2%	-11%	1.7%
C=CCn1c(SCC(=O)NC2CCCCC2)nc2ccccc2c1=O	-4%	-4%	7%	-1%	0.9%
CC(C)C(=O)Nc1ccc(C(=O)NC2CCSC2=O)cc1 (centres undefined)	-2%	7%	-10%	11%	0.9%	inhibitors of VEEV 10K pilot screen=1.0
O=C(CN1C(=O)NC2(CCOc3ccccc32)C1=O)c1ccc(Cl)cc1 (centres undefined)	-2%	-7%	-14%	-3%	1.5%
O=c1nc2n(c3cc(Cl)c(S(=O)(=O)N4CCOCC4)cc13)CCCCC2	2%	0%	-2%	-10%	1.9%
Cc1ccc(C(=O)O)cc1NC(=O)c1cccs1	-11%	9%	-2%	6%	i
Cc1cccc(OCC(=O)NCCNC(=O)c2ccco2)c1	9%	-1%	2%	-6%	2.9%
C=CCn1c(CC(=O)Nc2ccc(C)cc2C)nnc1SCC(=O)N1CCOCC1	-12%	-13%	-7%	-3%	0.5%
Cc1nc2ccc(NS(=O)(=O)c3c(F)cc(F)cc3Br)cc2s1	·	-6%	-7%	33%	2.5%
NC(=O)C1(N2CCCCC2)CCN(Cc2ccc(Br)cc2)CC1	-2%	5%	-6%	-12%	0.0%
CC1CCN(C(=O)CN(c2cccc(F)c2)S(C)(=O)=O)CC1	9%	-5%	0%	-1%	0.3%	inhibitors of VEEV 10K pilot screen=0.6
COC(C(=O)Nc1ccc(S(=O)(=O)Nc2ccc(C)c(C)c2)cc1)c1ccccc1 (centres undefined)	-4%	2%	-5%	-9%	0.5%
Cc1ccc(Cn2c(C(C)Nc3nc(-c4ccc(Cl)c([N+](=O)[O-])c4)cs3)nc3cc(C(F)(F)F)ccc32)cc1 (centres undefined)	11%	9%	8%	-1%	i
COc1ccc(C(=O)NCC(=O)n2nc(C)cc2C)cc1OC	-6%	-6%	-4%	-10%	1.1%	inhibitors of VEEV 10K pilot screen=0.8
CCc1cc2c(cc(C(=O)O)n2C)s1	-8%	53%	-8%	29%	0.9%
The listing continues:
SMILES	PhoP GFP inhibition	H37Rv inhibition	influenza NS1A	tuberculosis growth	inhibitors of VEEV	others
CCOC(=O)C(C)Oc1ccc2c(C)cc(=O)oc2c1C(C)=O (centres undefined)	-2%	-10%	2%	-1%	1.3%	inhibitors of VEEV 10K pilot screen=0.3
O=C(COC(=O)/C=C/c1cccs1)Nc1cccc(S(=O)(=O)N2CCOCC2)c1	9%	0%	2%	-2%	0.2%
COCCn1c(SCCCc2ccccc2)nc2c1c(=O)[nH]c(=O)n2C	0%	1%	-10%	33%	5.2%
CC(=O)c1cccc(N(C(=O)c2ccco2)C(C(=O)NC2CCCC2)c2cccs2)c1 (centres undefined)	1%	-7%	3%	18%	1.5%
O=C(CSCc1cc(=O)[nH][nH]1)Nc1ccc(F)cc1	1%	0%	-9%	6%	3.0%
N=c1c(C(=O)NC2CCCCC2)cc2c(=O)n3ccccc3nc2n1Cc1cccnc1	-14%	-16%	9%	-5%	i
NC(=O)C1CCN(C(=O)C23CC4CC(CC(C4)C2)C3)CC1	-6%	0%	-13%	-3%	0.1%
CCOC(=O)[C@@H]1[C@H]2COc3cc(OC)ccc3[C@@H]2N2C(=O)N(c3ccc(OC)cc3)C(=O)[C@]12C	12%	4%	-2%	-4%	0.5%
O=C(NC1CCCC1)C1CCCN1C(=O)Oc1ccccc1 (centres undefined)	1%	-5%	-1%	13%	1.6%
COc1ccc(C(=O)CSc2nnc(-c3ccco3)n2CC2CCCO2)cc1 (centres undefined)	1%	-5%	4%	6%	1.1%
COc1ccccc1CCNC(=O)C1CCC(=O)N(Cc2ccccc2OC)C1 (centres undefined)	-5%	-19%	19%	21%	2.1%
CCCc1nc2c(c(=O)c3ccccc3n2C)c(=O)n1-c1cc(C)cc(C)c1	16%	5%	-8%	39%	0.5%
CCOc1cc(N2CCOCC2)c(OCC)cc1NC(=O)CN1C(=O)NC2(CCCCC2C)C1=O (centres undefined)	·	·	-8%	·	8.3%
CCOC(=O)c1nc(C)sc1-c1ccnn1S(=O)(=O)c1cccc(Cl)c1	2%	0%	0%	17%	1.3%

Among those listed so far, ten have fluorine.
SMILES	PhoP GFP inhibition	H37Rv inhibition	influenza NS1A	tuberculosis growth	inhibitors of VEEV	others
O=C1C(=O)N(CCN2CCOCC2)C(c2ccc(F)cc2)/C1=C(/O)c1ccc(S(=O)(=O)N2CCOCC2)cc1 (centres undefined)	8%	-3%	6%	-6%	1.7%
O=C(Nc1ccc(F)cc1)c1ccccc1NC(=O)C1CC=CCC1C(=O)O (centres undefined)	-8%	-4%	6%	-6%	0.6%
C=CCNC(=O)c1c(-c2c(F)cccc2Cl)noc1C	-1%	-5%	-1%	-6%	i	inhibitors of VEEV 10K pilot screen=0.0
Fc1ccc(Nc2ccnc(C(F)(F)F)c2)cc1	-2%	-4%	-4%	5%	i
CN1CCN(C(c2ccc(C(F)(F)F)cc2)c2ccc3cccnc3c2O)CC1 (centres undefined)	20µM*	-3%	·	?	·
COc1cc(C(=O)N/C(=C/c2ccc(F)cc2)C(=O)NC(C(=O)O)c2ccccc2)cc(OC)c1OC (centres undefined)	3%	9%	-25%	-4%	i
Cc1nc2ccc(NS(=O)(=O)c3c(F)cc(F)cc3Br)cc2s1	·	-6%	-7%	33%	2.5%
CC1CCN(C(=O)CN(c2cccc(F)c2)S(C)(=O)=O)CC1	9%	-5%	0%	-1%	0.3%	inhibitors of VEEV 10K pilot screen=0.6
Cc1ccc(Cn2c(C(C)Nc3nc(-c4ccc(Cl)c([N+](=O)[O-])c4)cs3)nc3cc(C(F)(F)F)ccc32)cc1 (centres undefined)	11%	9%	8%	-1%	i
O=C(CSCc1cc(=O)[nH][nH]1)Nc1ccc(F)cc1	1%	0%	-9%	6%	3.0%
